# Bioassay records deposited in PubChem BioAssay by National Center for Advancing Translational Sciences (NCATS).
# HCV inh: inhibitors of hepatitis C virus infection | AID 651820 | 340,000 compounds, 3.4% hits | Potency, µM (doses to about 41.8 µM), inactives show at the top dose activity change, negative = inhibition, usual class: inhibitors | Huh7.5.1 HCVcc-Cre infection, luciferase reporter, 44 h; note: potency is the fitted concentration of half-maximal effect
#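 Whole-lifecycle infectious HCVcc-Cre system; cells 1,000/well, compound then virus (~0.5 moi) added 4 h after plating, 44 h culture. Luciferase read 15 sec following 15 min substrate incubation, room temp.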
# Giardia FBPA inh: inhibitors of Giardia lamblia fructose-1,6-bisphosphate aldolase. A8B2U2. purified Giardia FBPA. Potency, µM (series often up to 59.6 µM), without a hit: at the top dose activity, negative = inhibition, usual class: inhibitors. 290,000 compounds, 0.71% hits. AID 2451; note: potency is the fitted concentration of half-maximal effect; nearly all actives have a fitted effect of over 55% in size
# Target sequence (A8B2U2 whole entry, looked up): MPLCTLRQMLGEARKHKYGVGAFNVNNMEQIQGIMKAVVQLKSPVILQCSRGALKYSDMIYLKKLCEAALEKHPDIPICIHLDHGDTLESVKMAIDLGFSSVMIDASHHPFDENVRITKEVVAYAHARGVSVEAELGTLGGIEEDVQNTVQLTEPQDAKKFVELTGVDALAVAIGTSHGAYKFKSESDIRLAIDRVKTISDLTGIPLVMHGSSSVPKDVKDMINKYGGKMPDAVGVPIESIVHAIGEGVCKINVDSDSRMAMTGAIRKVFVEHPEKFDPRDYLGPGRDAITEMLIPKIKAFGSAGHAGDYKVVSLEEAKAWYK
#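 40 nM FBPA preincubated 10 min at RT with compound (up to 57.5 uM final), then substrate plus GAPDH/TPI/NAD/arsenate coupling and diaphorase/resazurin added. Fluorescence read after 20 min at RT, 525/598 nm.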
# AmpC detergent: AmpC beta-lactamase inhibition with detergent present; AID 485294; AmpC hydrolysis of nitrocefin, absorbance 480 nm, 0.01% Triton; Potency, µM (titrated, usually from 114 µM), without a hit: at the top dose activity change, negative = inhibition, actives largely listed as inhibitors; P00811; 370,000 compounds, 0.041% hits;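 note: potency is the fitted concentration of half-maximal effect; 0% = no-compound wells and -100% = no-enzyme wells; nearly all actives have a fitted effect of over 25% in size; some results filed as inactive show a strong effect at the top dose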
# Target sequence (P00811 whole entry, looked up): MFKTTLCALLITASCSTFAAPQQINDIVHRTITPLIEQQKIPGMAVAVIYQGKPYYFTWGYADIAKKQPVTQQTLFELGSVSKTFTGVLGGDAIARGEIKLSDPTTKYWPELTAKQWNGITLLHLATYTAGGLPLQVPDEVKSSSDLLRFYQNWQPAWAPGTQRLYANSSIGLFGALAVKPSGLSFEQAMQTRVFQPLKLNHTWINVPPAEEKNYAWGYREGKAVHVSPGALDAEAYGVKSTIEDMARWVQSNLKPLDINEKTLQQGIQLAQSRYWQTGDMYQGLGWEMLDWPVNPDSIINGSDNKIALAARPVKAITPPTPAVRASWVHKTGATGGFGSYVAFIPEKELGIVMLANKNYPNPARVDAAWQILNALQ
#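 AmpC (5.3 nM in the dispensed reagent) in 20 mM phosphate pH 7.0 with 0.01% (detergent screen) or 0.0001% Triton X-100 was preincubated with compounds for 15 min at room temperature. Nitrocefin was then added from an 800 uM solution, and hydrolysis was followed at 480 nm.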
# Sm TGR block: S. mansoni TGR enzyme inhibition; AID 485364; Potency, µM (series often up to 114 µM), for inactives: at the highest dose activity change, negative = inhibition, hits mostly inhibitors; purified TGR, DTNB reduction, TNB absorbance 405 nm; 360,000 compounds, 3% hits; Q962Y6; note: potency is the fitted concentration of half-maximal effect; nearly all actives have a fitted effect of over 60% in size
#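 First, TGR (20 nM dispensed) and NADPH were mixed with compound. Second, a 15 min room-temperature incubation followed. Third, further NADPH and then DTNB were added to start the reaction. Finally, TNB absorbance was monitored kinetically.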
# AmpC no deterg: AmpC beta-lactamase inhibition without detergent; AmpC nitrocefin hydrolysis, absorbance 480 nm, 0.0001% Triton; Potency, µM (doses to about 57.1 µM), inactives show at the top dose activity change, negative = inhibition, hits mostly inhibitors; 330,000 compounds, 0.52% hits; AID 485341;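 note: potency is the fitted concentration of half-maximal effect; plate controls were no compound for no effect and no enzyme for full effect; nearly all actives have a fitted effect of over 20% in size; some results filed as inactive show a strong effect at the top dose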
#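 AmpC (5.3 nM in the dispensed reagent) in 20 mM phosphate pH 7.0 with 0.01% (detergent screen) or 0.0001% Triton X-100 was preincubated with compounds for 15 min at room temperature. Nitrocefin was then added from an 800 uM solution, and hydrolysis was followed at 480 nm.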
# HCMV inh: human cytomegalovirus inhibition | HFF cells, HCMV-luciferase reporter, 72 h; hits give low values | activity change, negative = inhibition, % at 57.5 µM | 410,000 compounds, 4.5% hits | AID 1259415; in the data active = activity change below about -60%; inconclusive = no clear call, values can overlap the other calls; inactive = above about -39%
#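 Two compound doses tested in HFFs infected with HCMV-luciferase, MOI 1 PFU/cell, 72 h at 37C. Lysate luminescence read with OneGlo; data normalized against buffer-only and 10uM Salinomycin inhibitor controls.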
# Numbers without * were called inactive; ? = inconclusive; · = no result given; & = joins results of further samples. Unless noted, calls come from the whole dose curve; as a rule, active = well fitted curve in the direction sought with a large enough effect; inconclusive = small, poorly fitted or top-dose-only effect, or another doubt; inactive = no such curve, though single readings can be large; an effect the other way counts as inactive or inconclusive. Unless noted, % is set by controls: 0 for no effect and ±100 for the full control effect.
SMILES,HCV inh,Giardia FBPA inh,AmpC detergent,Sm TGR block,AmpC no deterg,HCMV inh
CC(C)Oc1ccc(CNC(=O)c2cc3ccccn3n2)cc1,·,·,4%,5%,·,115
C[C@H](NC(N)=O)C(=O)OCC(=O)Nc1ccc(OC(F)F)cc1,18%,7%,?,2%,166%,-2
Cc1c(NS(=O)(=O)c2ccc(S(=O)(=O)c3ccccc3)s2)c(=O)n(-c2ccccc2)n1C,24%,12%,-6%,-16%,-24%,30
COc1cccc(/C=N/N2CCN(C3c4ccccc4-c4ccccc43)CC2)c1O,-11%,-2%,-2%,-1%,-14%,-6
COc1ccc(NC(=O)CSc2nc3nc(C)c(Cc4ccc(C)cc4)c(C)n3n2)cc1OC,·,·,-3%,2%,·,13
COc1ccc(-c2nc(-c3cc4cc(Br)ccc4oc3=O)cs2)cc1,·,·,11%,1%,·,1
CNNC(=S)Nc1ccc(Cl)cc1,-1%,-28%,6%,3%,-11%,-4
COc1ccc(-c2sc3ccc(OC)cc3c2C#Cc2ccccn2)cc1,?,·,-3%,?,27%,3
c1cncc(C2OCC3(CO2)COC(c2cccnc2)OC3)c1 (centres undefined),5%,9%,-5%,-9%,-2%,-38
CS(=O)(=O)c1ccccc1-c1csc(N2CCC(C(N)=O)CC2)n1,·,·,?,-11%,-1%&19%,43
O=S(=O)(c1ccc(Cl)cc1)c1nnn2c1nc(N1CCCCC1)c1sccc12,·,·,-4%,-7%,·,-1
COC(CNC(=O)Cn1ncc2ccsc2c1=O)OC,9%,4%,?,1%,-2%,21

# Four entries from above, reformatted:
SMILES	HCV inh	Giardia FBPA inh	AmpC detergent	Sm TGR block	AmpC no deterg	HCMV inh
CC(C)Oc1ccc(CNC(=O)c2cc3ccccn3n2)cc1	·	·	4%	5%	·	115
C[C@H](NC(N)=O)C(=O)OCC(=O)Nc1ccc(OC(F)F)cc1	18%	7%	?	2%	166%	-2
Cc1c(NS(=O)(=O)c2ccc(S(=O)(=O)c3ccccc3)s2)c(=O)n(-c2ccccc2)n1C	24%	12%	-6%	-16%	-24%	30
COc1cccc(/C=N/N2CCN(C3c4ccccc4-c4ccccc43)CC2)c1O	-11%	-2%	-2%	-1%	-14%	-6

# Further compounds follow.
SMILES,HCV inh,Giardia FBPA inh,AmpC detergent,Sm TGR block,AmpC no deterg,HCMV inh
O=C(Nc1ccc([N+](=O)[O-])c(NC(=O)C2CCCO2)c1)C1CCCO1 (centres undefined),-2%,-15%,-8%,-7%,-39%,-17
CCN(CC)S(=O)(=O)c1ccc(N2CCCCC2)c(C(=O)Nc2ccccc2N2CCOCC2)c1,5.6µM*,5%,-1%,-7%,0%,?
CC(C)NCC1CCc2cc(CO)c([N+](=O)[O-])cc2N1 (centres undefined),0%,-3%,?,-11%,-24%,6
CCOC(=O)c1c(C)[nH]c(C)c1S(=O)(=O)N(C)CC(=O)Nc1ccc(CC)cc1,·,·,0%,10%,·,-12
CCCNC(=O)CCCN1C(=O)CCn2nc(-c3cccn3C)cc21,·,·,-1%,0%,·,4
CS(=O)(=O)N(CC(=O)Nc1ccccc1C(=O)N1CCOCC1)c1cccc([N+](=O)[O-])c1,20%,·,-1%,-16%,262%,11
O=C(Nc1ccc(Cl)cc1)C1CCN(C(=O)NC2CCCCC2)CC1,6%,·,1%,4%,-16%,-5
Cc1nc(Cl)cc(N/N=C/c2ccc(O)cc2)n1,-6%,-15%,5%,1%,-23%,-1
O=C(NNc1nc(-c2ccc(Br)cc2)cs1)c1ccco1,?,5%,1%,·,-24%,-10
CC(C)CC1=C/C(=C/c2ccc(-c3ccccc3)o2)C(=O)O1,0%,1%,?,13µM*,32µM*,-7
CCOC(=O)c1ccc(NC(=O)NC(C)C2CCCO2)cc1 (centres undefined),?,2%,-3%,0%,-15%,30
Cc1ncc([N+](=O)[O-])n1CCO,12%,2%,-9%&-2%,14%&0%,-23%&-5%,-2
Cc1ccc2oc(-c3cccc(NC(=S)NC(=O)c4cccs4)c3)nc2c1,-8%,-11%,-8%,-5%,-10%,74
CCOc1ccccc1CNC(=O)c1cc2oc3ccccc3c2n1CC,?,-3%,-4%&-4%,9%&-15%,-22%,-70*
CCOC(=O)C(NCCc1ccccc1)(NC(=O)CC)C(F)(F)F (centres undefined),18%,5%,-9%,-14%,-14%,6
CC(=O)Nc1ccc(NC(=O)c2cc(-c3ccccc3)nc3ccccc23)cc1,?,-2%,1%,-4%,-29%,94
CC(CCc1ccccc1)NC(=O)CCCn1ncn2c(cc3occc32)c1=O (centres undefined),-1%,·,-6%,-10%,29%,-26
CN1CCN(S(=O)(=O)c2cnc(Cl)c(Br)c2)CC1,?,5%,-1%,1%,-14%,27
CC1C(=O)N2CCCc3cc(S(=O)(=O)N4CCC(C(N)=O)CC4)cc1c32 (centres undefined),5%,-21%,-1%&4%,-17%&-10%,7%,-11&6
Cc1ccc(OCC(=O)Nc2nc(-c3ccc(Br)cc3)ns2)cc1,·,·,-1%,2%,·,26
O=C(CCNS(=O)(=O)c1ccccc1)N1CCOCC1,18%,·,2%,-24%,2%,20
CCC(=O)Nc1c2c(nn1-c1ccc(OC)cc1)CSC2,5%,-4%,-1%,9%,-19%,0
COc1ccc2c(C)cc(SCC(=O)NCC3CCCO3)nc2c1 (centres undefined),3%,·,2%,1%,31%,-24
CCN(CC)S(=O)(=O)c1ccc(NC(=O)CC(NC(C)=O)c2ccccc2)cc1 (centres undefined),14%,0%,-3%,-2%,-17%,-81*
CC(=O)c1ccc(N2CCN(S(=O)(=O)c3cn(C)cn3)CC2)cc1,8%,-7%,-6%,10%,-4%,-38
CCC(=O)NC(C)c1cc(Cl)c2ccccc2c1O (centres undefined),·,·,2%,-14%,-10%,-24
FC(F)(F)c1ccc(-c2noc(CN3CCCN(C4CCCCC4)CC3)n2)cc1,?,-16%,-11%,?,52%,22
COc1ccc(NC(=O)CCN2CCCCC2)cc1,-3%,2%,-12%,20%,-23%,43
CNc1nc2sc3c(c2c(=O)n1C)CC(C)(C)SC3,?,-3%,-9%,-29%,23%,-19
COc1ccc(S(=O)(=O)N2CCC(C(=O)NC3CCCC3)CC2)cc1C,-22%,-1%,-9%,1%,3%,-1
COc1ccc(S(=O)(=O)Nc2ccc(O)c3ccccc23)cc1,?,8%,?,20µM*,?,-104*
O=C(COC(=O)C1CCN(S(=O)(=O)c2cccs2)CC1)Nc1ccc(F)cc1Cl,7%,·,·,·,-43%,-4
CCCCC(=O)Nc1nnc(S(=O)(=O)N(C)Cc2ccccc2)s1,·,·,21%,-34%,·,30
COc1ccc(OC)c(NC(=O)CN2C(=O)COc3ccc(S(=O)(=O)N4CCCC4)cc32)c1,-6%,12%,-3%,-4%,-9%,16
CC(=O)Nc1ccc(Cl)cc1C(=O)O,25%,2%,3%,-1%,-9%,-30
CN1C(C(=O)NCCc2cccs2)CC2Cn3c(nc4ccccc43)C21 (centres undefined),22%,2%,6%,7%,1%,6
CCCCN(CC)CCCNC(=O)c1ccc(CS(=O)(=O)c2ccccc2C)o1,15%,3%,-5%,3%,-6%,-34
CCCCCCn1c(N)c(C#N)c2ccc([N+](=O)[O-])cc2c1=O,10%,-11%,0%,-4%,-31%,-19
NC(=O)c1cccc(S(=O)(=O)N2CC(c3ccccc3)CC2=O)c1 (centres undefined),-19%,0%,?,0%,-8%,-8
COc1ccccc1NC(=O)c1cccc(N2C(=O)C3C4C=CC(C4)C3C2=O)c1 (centres undefined),-7%,5%,-9%,-9%,-4%,-24
Cc1cc(N/N=C/c2ccc(O)cc2O)c2ccccc2n1,?,?,6%,3%,-3%,-21
CCOC(=O)c1c(-c2ccccc2)oc2ccc(N(C(C)=O)S(=O)(=O)c3ccc(CC)cc3)cc12,·,·,13%,9%,·,0
CCn1cc(C(=O)OCC(=O)c2cc(C)n(-c3ccccc3F)c2C)c(=O)c2ccc(C)nc21,?,14%,-14%,-5%,12%,31
O=C(/C=C/c1ccc(OCc2ccccc2)c(OCc2ccccc2)c1)c1cccnc1,?,-14%,-3%,-15%,-29%,29
CC(=O)Nc1ccc(S(=O)(=O)NCCc2csc(C)n2)cc1,9%,-5%,-13%,-11%,-2%,35
COC(=O)c1ccc(OC)c(CSc2nnc(COc3ccc(Cl)cc3)o2)c1,?,-8%,?,3%,15%,18
COc1ccc(S(=O)(=O)ON=C2CC(C)(C)N(C(C)=O)C(C)(C)C2)cc1,7%,0%,0%,·,-8%,55
O=C(COC(=O)c1ccccc1SCC(=O)NC1CCCCC1)NC1CCCCC1,7%,2%,?,-24%,-20%,-24

# Among those listed so far, two contain a CF3 group.
SMILES,HCV inh,Giardia FBPA inh,AmpC detergent,Sm TGR block,AmpC no deterg,HCMV inh
CCOC(=O)C(NCCc1ccccc1)(NC(=O)CC)C(F)(F)F (centres undefined),18%,5%,-9%,-14%,-14%,6
FC(F)(F)c1ccc(-c2noc(CN3CCCN(C4CCCCC4)CC3)n2)cc1,?,-16%,-11%,?,52%,22

# Other entries.
SMILES,HCV inh,Giardia FBPA inh,AmpC detergent,Sm TGR block,AmpC no deterg,HCMV inh
Cc1ccccc1C(=O)N1CCC(C(N)=O)CC1,4%,12%,-3%,1%,4%,-32
CCC1Sc2ccccc2N(CC(=O)NCCC2=CCCCC2)C1=O (centres undefined),-24%,-5%,?,7%,-7%,-2
CCCCN(CC)C(=O)c1nn(-c2ccc(OC)cc2)c(=O)c2c1c1ccccc1n2C,·,·,0%,9%,·,-29
Cc1cc(C)c(NC(=O)COC(=O)CCc2ccc(S(=O)(=O)N3CCCCC3)cc2)c(C)c1,0%,2%,-11%,0%,14%,?
CC(=O)c1ccc2oc3ccccc3c(=O)c2c1,-3%,-4%,-9%,10%,-24%,75
COc1ccc(CNC(=O)CCCN2C(=O)COc3ccc(C)cc32)cc1,·,·,18%,-2%,·,-15
O=C(COC(=O)c1cc2ccccc2cc1O)NCc1ccccc1,4%,·,·,·,-56%,-16

# Arranged by SMILES length (highest first): part of the list above
SMILES,HCV inh,Giardia FBPA inh,AmpC detergent,Sm TGR block,AmpC no deterg,HCMV inh
Cc1cc(C)c(NC(=O)COC(=O)CCc2ccc(S(=O)(=O)N3CCCCC3)cc2)c(C)c1,0%,2%,-11%,0%,14%,?
COc1ccc(CNC(=O)CCCN2C(=O)COc3ccc(C)cc32)cc1,·,·,18%,-2%,·,-15
CCC1Sc2ccccc2N(CC(=O)NCCC2=CCCCC2)C1=O (centres undefined),-24%,-5%,?,7%,-7%,-2
Cc1ccccc1C(=O)N1CCC(C(N)=O)CC1,4%,12%,-3%,1%,4%,-32
